Pf apPOL block = Pf-apPOL inhibitors, biochemical, fluorescence. Plasmodium falciparum apicoplast DNA polymerase (apPOL). Recombinant Pf-apPOL, molecular beacon fluorescence, 1.5 h. inhibition, % at 10 µM. 210,000 compounds, 0.25% hits. AID 1794808, 2022
mHTT CaM bind = mutant huntingtin-calmodulin interaction inhibitors – biochemical, AlphaScreen, primary screen | 190,000 compounds, 3.6% hits | P42858 | AlphaScreen His-mHTT/GST-CaM binding, luminescence | inhibition, % at 15 µM;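 also: 0% = both proteins with DMSO and 100% = one protein alone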
* hit, by the source's call; . = no result given; & = joins results of further samples. Rule as the data show it: active = inhibition above about 50%; inactive = the rest.

Sample of the layout (5 entries):
SMILES,Pf apPOL block,mHTT CaM bind
Cc1ccc(-c2cc(C(=O)NC3CCCCC3)ccn2)s1,23,-7
COc1ccc(N2C=C(C#N)S(=O)(=O)c3ccc(Cl)cc32)c(OC)c1,-5,-5
COCCn1c(C2CCN(C(=O)c3ccc(C)c(OC)c3)C2)nc2cccnc21 (configuration not stated),-6,1
CC(=O)N1N=C(c2c(-c3c(Cl)cccc3Cl)noc2C)OC1c1c(Cl)cccc1Cl (configuration not stated),-2,.
COc1ccc(C(NC(=O)CCC(NC(=O)OCc2ccccc2)C(=O)O)c2ccc(OC)cc2)cc1 (configuration not stated),-15,.

Main list (from the top)
SMILES,Pf apPOL block,mHTT CaM bind
Cc1ccc(-c2cc(C(=O)NC3CCCCC3)ccn2)s1,23,-7
COc1ccc(N2C=C(C#N)S(=O)(=O)c3ccc(Cl)cc32)c(OC)c1,-5,-5
COCCn1c(C2CCN(C(=O)c3ccc(C)c(OC)c3)C2)nc2cccnc21 (configuration not stated),-6,1
CC(=O)N1N=C(c2c(-c3c(Cl)cccc3Cl)noc2C)OC1c1c(Cl)cccc1Cl (configuration not stated),-2,.
COc1ccc(C(NC(=O)CCC(NC(=O)OCc2ccccc2)C(=O)O)c2ccc(OC)cc2)cc1 (configuration not stated),-15,.
COC(=O)c1ccc(NC(=O)C2c3cc(F)ccc3CCN2C(=O)OC)cc1 (configuration not stated),-2,-4
CCN(C(=O)c1coc(=O)c2ccccc12)c1cccc(C(F)(F)F)c1,-3,3
COc1cccc(N2CCN(C(=O)c3cccc(Cl)c3)C(C)C2=O)c1 (configuration not stated),-5,-6
O=C(Nc1ccccc1)N1CCC(CCOc2ccncc2)CC1,-3,-2
Nc1nc(-c2ccc(Cl)cc2Cl)cs1,-7,12
Cc1cccc(NC(=O)C2CC(=O)N(c3ccccc3)C2)c1 (configuration not stated),-1,-3
COc1ccc(CNC(=O)CN(c2ccc(C)cc2C)S(=O)(=O)c2ccccc2)cc1,1,1
COc1cc(/C=C/c2ccc3cccc(OC)c3n2)cc2c1OCO2,0,-14
COc1ccc(CNC(=O)C(C)NC(=O)c2cc3ccccc3o2)cc1 (configuration not stated),-3,2
CCn1ccc(C(=O)N2CCC(c3noc(-c4cccc(OC)c4)n3)CC2)n1,6,0
O=C1NC(=O)c2cc([N+](=O)[O-])c(Sc3c(Cl)cccc3Cl)cc21,1,.
CCc1ccc2oc(-c3ccc(N)cc3)nc2c1,8,11
COc1ccccc1N1CCN(Cc2sccc2C)CC1,-7,1
CCOc1ccccc1NC(=O)CSc1nnc2c3cc(-c4ccccc4)nn3ccn12,-2,-8
CC(C)CNC(=O)C1CCN(c2nc3ccc(-c4ccncc4)nc3s2)CC1,3,4
O=C(NCc1cccs1)C1CCN(S(=O)(=O)N2CCC3(CC2)OCCO3)CC1,-11,-9
CCc1nccn1S(=O)(=O)c1ccc(I)cc1,1,-4
O=C(Nc1ccc([N+](=O)[O-])cc1)C1CC1,-1,-6
CCOCCCNC(=O)c1cc(Sc2ccc(F)cc2)nc2ccccc12,-3,2
Cc1cc(C)cc(NC(=O)c2cn3c(n2)CCCC3)c1,-1,4
CCC(Sc1nc(C)cc(=O)[nH]1)C(=O)O (configuration not stated),-3,1
COc1ccc(CCC(=O)NCCCn2cccc2)cc1,-29,-3
CCN(CC)C(=O)c1cc2c(s1)CCC(C(=O)NC1CCCC1)C2 (configuration not stated),-4,-2
Cc1ccc(N2CCN(C(=O)C3CC(=O)N(CCc4ccccc4)C3)CC2)cc1 (configuration not stated),-4,14
Cc1ccc(C(=O)NCCNc2ccc([N+](=O)[O-])cc2Cl)o1,-2,-5
CCCCc1ccc(N=Nc2c(O)ccc3ccccc23)cc1,-445,.
COc1c2ccoc2cc2oc(C)cc(=O)c12,-22,.

At a glance, part of the list above:
SMILES,Pf apPOL block,mHTT CaM bind
Cc1cc(C)cc(NC(=O)c2cn3c(n2)CCCC3)c1,-1,4
CCC(Sc1nc(C)cc(=O)[nH]1)C(=O)O (configuration not stated),-3,1
COc1ccc(CCC(=O)NCCCn2cccc2)cc1,-29,-3

(next part)
SMILES,Pf apPOL block,mHTT CaM bind
O=c1[nH]c2ccc(N=Cc3ccc4c(c3)OCO4)cc2[nH]1,.,2
CCCCCCCCCCOc1ccc(C(=O)Oc2ccc(OCCCCCC)cc2)cc1,3,-6
O=C(O)c1cc(N2C(=O)C3CCCCC3C2=O)ccc1Cl (configuration not stated),2,5
CCC(=O)NC(Cc1ccc(OC)c([N+](=O)[O-])c1)C(=O)O (configuration not stated),0,1
C/C(=C\C(=O)c1ccc(Br)cc1)Nc1ccccc1O,8,41
COc1ccc(Oc2cc(N3CCSCC3)ncn2)cc1,-4,-10
O=C(NCCc1ccccc1)C1CCN(c2cc(N3CCSCC3)ncn2)CC1,-2,-3
c1ccc(OCCCOc2ccccc2)cc1,-2,-124
COc1ccc(-c2nnc3n2CCN(C(=O)C2CCCNC2)C3)cc1 (configuration not stated),4,7
CC(=O)N1N=C(c2ccccc2)CC1c1cc2cc3c(cc2nc1Cl)OCO3 (configuration not stated),5,-2
COc1ccc(Oc2ccc(C(F)(F)F)cc2NC(=O)c2nn(-c3ccccc3)nc2C)cc1,-7,.
Cc1ccc(CC(=O)N2CCCC2COc2ccc(C(=O)N3CCCC3)cc2)cc1 (configuration not stated),2,-1
OC1CCCN(Cc2ccc3c(c2)Cc2ccccc2-3)C1 (configuration not stated),2,0
COc1ccc(C2=NC3(CCCCC3)N(CC(=O)Nc3ccccc3)C2=O)cc1,-6,18
CC(C)CC(=O)NC(Nc1cccc(Br)c1)C(Cl)(Cl)Cl (configuration not stated),1,-13
CSc1nc2ccc(N=Cc3ccc(O)cc3)cc2s1,9,20
C=CCN(CC=C)C(=O)c1ccccc1F,-19,-7
O=C(NCCC1CCN(C(=O)c2ccccc2)CC1)C1CCCCC1,-6,5
CN1c2cc(F)ccc2C(=O)NC12CCN(C(=O)c1ccccc1F)CC2,-3,1
CN(CC(=O)NCc1ccc(F)cc1)S(=O)(=O)c1ccc2[nH]c3c(c2c1)CCCC3,-4,41
Cc1ccc(C(=O)N2CCC(C(N)=O)CC2)cc1Cl,-17,1
O=C(O)c1nccnc1C(=O)N1CCN(c2ncccn2)CC1,0,.
CCOC(=O)c1ccc(Oc2coc3c(CN(C)C)c(O)ccc3c2=O)cc1,-3,2
COc1ccc(CCNC(=O)CN2C(=O)c3cccnc3C2=O)cc1OC,-59,18
OC(CN1CCOCC1)CN(c1ccccc1)c1ccccc1 (configuration not stated),3,1
COc1ccccc1C1C(C(=O)Nc2ccc(C)cc2C)=C(C)Nc2nnnn21 (configuration not stated),-4,8
O=[N+]([O-])c1ccc(-c2n[nH]c(=S)o2)cc1,14,.
O=S(=O)(O)C(O)c1ccccn1 (configuration not stated),.,-3
CCc1ccc(NC(=O)N2CCc3c(c(COCc4ccc(C)cc4)nn3C)C2)cc1,-7,8
CC(=O)Nc1cc(=O)[nH]c(C)n1,.,-2
CC(=O)c1cccc(NS(=O)(=O)c2ccc3[nH]c4c(c3c2)CCCCC4)c1,-4,99*
CC(=O)NCC(=O)N(c1ccc(C)cc1)C1(C(=O)NC2CCCCC2)CCCCC1,0,10
COc1cccc(C(=O)Nc2cc(F)c3[nH]c(=O)ccc3c2)c1,2,1
O=C(NCC1CCN(Cc2ccccc2)CC1)Nc1cccs1,-1,14
Cc1cccc(CN2CCN(C3CN(Cc4cn(Cc5cccc(Cl)c5)nn4)S(=O)(=O)C3)CC2)c1 (configuration not stated),0,5
COc1ccccc1CC(=O)N1CC(C)C(c2nc(-c3ccncc3)no2)C1 (configuration not stated),-1,3
O=C(C1c2ccccc2CC(=O)N1Cc1ccccc1)N1CCC2(CC1)OCCO2 (configuration not stated),1,7
Cc1c(NS(=O)(=O)CCl)c(=O)n(-c2ccccc2)n1C,25,0
CC(C)CCNC(=O)CN1C(=O)/C(=C/c2ccc(C(F)(F)F)cc2)Sc2ccccc21,-32,-6
COc1ccc(N2CCN(C(=O)c3ccccc3C)C(C)C2=O)cc1OC (configuration not stated),-3,-1
Cc1cc(O)c(C(c2ccncc2)c2c(O)cc(C)oc2=O)c(=O)o1,2&-6,-1&-10
CC(=O)Nc1ccc(NC2=CC(=NS(=O)(=O)c3ccc(C)cc3)c3ccccc3C2=O)cc1,-1,39
Cc1cccc(C(=O)Nc2cnn(C)c(=O)c2N2CCCCC2)c1,1,-4
COc1ccc(CNC(=O)c2cc3c(=O)n(C)ccc3n2C)cc1,-1,-4
CN(C)C(=O)c1csc(N2CCN(c3ccccc3)CC2)n1,-5,10
Cc1ccc(OCCCCN2CCCC2)c([N+](=O)[O-])c1,-10,2
Cc1nc(-c2ccc(C(F)(F)F)cc2)[nH]c(=O)c1Oc1cccc(C(F)(F)F)c1,-6,.
CCc1cccc(C)c1NC(=O)COc1ccccc1,-6,0
COc1ccccc1N(CC(=O)Nc1ccc(Br)c(C)c1)S(C)(=O)=O,-7,69*
CCc1ccccc1NC(=O)CCc1csc2nc(C3CC3)cn12,-5,-2
CC(=O)NC(=Nc1nc(C)cc(C)n1)Nc1ccccc1Cl,-11,4
CC1=C(C(N)=O)C(c2ccccc2Cl)n2ncnc2N1 (configuration not stated),-10,-7
CCOc1ccc(C(=O)Nc2cccc(CC)c2)cc1,2,-4
CSc1[nH]c(=O)[nH]c(=O)c1C#N,2,.
C=CCOc1cccc(C2Nc3ccccc3-c3nnc(SC)nc3O2)c1 (configuration not stated),-25,12
O=c1oc(/C=C/c2ccc(Br)cc2)nc2ccc(Br)cc12,-4,24

Additional results follow.
SMILES,Pf apPOL block,mHTT CaM bind
O=C(/C=C/c1ccccc1)Nc1c2c(nn1-c1ccc(F)cc1)CS(=O)(=O)C2,0,23
N#Cc1ccsc1NC(=O)c1ccc2c(c1)CCO2,7,.
COc1cccc(CNC(=O)c2cc3n(n2)CCCN(Cc2ccccc2)C3=O)c1OC,-6,9
COc1ccc(C2CC(c3ccc(Br)cc3)Nc3nnnn32)cc1 (configuration not stated),-2,13
O=S(=O)(NC1CCCCCC1)c1ccc(Cl)cc1,1,-18&-26
c1csc(-c2nc(-c3ccnc(N4CCCC4)c3)no2)c1,1,-19
O=c1[nH]c(SCc2ccccc2)nc2c1CN(Cc1ccccc1)CC2,0,-5
Cc1c(N=Cc2cc(Cl)ccc2O)c(=O)n(-c2ccccc2)n1C,1,-3

Among those listed so far, these contain a cyano group:
SMILES,Pf apPOL block,mHTT CaM bind
COc1ccc(N2C=C(C#N)S(=O)(=O)c3ccc(Cl)cc32)c(OC)c1,-5,-5
CSc1[nH]c(=O)[nH]c(=O)c1C#N,2,.
N#Cc1ccsc1NC(=O)c1ccc2c(c1)CCO2,7,.

Next structures:
SMILES,Pf apPOL block,mHTT CaM bind
CC(C)(C)S(=O)(=O)Cc1noc(-c2ccc(F)cc2Cl)n1,0&-3,.
Cc1ccc(N2CCC(C(=O)NCc3cccnc3)C2=O)cc1Cl (configuration not stated),3,-2
Cc1cccc2[nH]c(-c3ccc(NC(=O)c4ccc(N)cc4)cc3)nc12,-2,21
CN1C(=O)c2ccc(C(=O)Nc3cccc(C(=O)O)c3)cc2C1=O,-2,-1
Cc1ccc(-n2c(=O)n(C3CC3)c(=O)c3c2ncn3Cc2cccc(F)c2)cc1,-4,6
CN(C)c1ccc(CCNC(=O)c2c(F)cccc2Cl)cc1,-6,7
COc1c(C(=O)NCc2cc(F)cc(F)c2)sc2ccc(F)cc12,-5,-8
COc1cc(NC(=O)N2CCCC2c2ccccc2Cl)cc(OC)c1OC (configuration not stated),-2,0
O=C(CSc1ccc(Cl)cc1)Nc1nnc(-c2cccc([N+](=O)[O-])c2)s1,5,-13
COc1ccc(NC(=O)Cn2c(C(C)C)nc3c(c2=O)CCN(Cc2ccccc2)C3)cc1,-1,1
Cc1cc2cc(CCNC(=O)c3c(F)cccc3Cl)c(=O)[nH]c2cc1C,3,12
CCOc1ccc2c(=O)c(Oc3ccccc3)coc2c1,-17,-2
COc1ccc(-c2cc(C(=O)N3CCCC3)c3cc(Br)ccc3n2)cc1,-3,5
Cc1noc(-c2nn(C)c3c2CN(C(=O)c2cc4c(s2)CCCC4)CC3)n1,2,0
CCCCCNC(=O)c1ccc2c(c1)ncn2-c1cccc(C)c1,-3,15
O=C(O)CC12CC3CC(CC(Br)(C3)C1)C2,4&0,-6&17
O=C1NC(=O)N(c2cccc(F)c2)C(=O)/C1=C/c1cn(CC(=O)N2CCOCC2)c2ccccc12,0,30
C#CCSc1nc(N)c(C#N)c(-c2ccc(O)cc2)c1C#N,-10,-11
O=C(Cn1nnc(-c2ccc(F)cc2)n1)Nc1ccc(I)cc1,-20,2
COc1ccc2oc(=Nc3ccc(F)cc3)c(C(=O)NC(C)=O)cc2c1,-1,0
COc1cc2nc(CSc3nnc(-c4ccccc4)n3-c3ccccc3)[nH]c(=O)c2cc1OC,-8,0
O=C(CSc1ccc(-c2ccco2)nn1)N1CCCCC1,11,-12
Cc1nnc(NC(=O)c2ccc(S(=O)(=O)N(C)C3CCCCC3)cc2)o1,-16,29
COc1cc2cc(C3CC(c4ccccc4)=NN3C(=O)CCC(=O)O)c(Cl)nc2cc1OC (configuration not stated),-6,22

High-throughput results from PubChem BioAssay.

These rows are one share of the data; count on the stated rates, not on these rows.
